ASM inhibitor: human S-ASM enzyme inhibition. P17405. placental ASM, HMU-PC fluorogenic substrate, 60 min. Potency, µM (titrated, usually from 57.5 µM), for the others: at the highest dose activity change, negative = inhibition, most hits filed as inhibitors. hit rate 0.006% among 340,000; further: potency means the concentration at half of the fitted maximal effect
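Fluorescence read-out (Ex 386 nm, Em 447 nm) after stopping the reaction at pH 10. Enzyme: ASM from human placenta; substrate HMU-PC0, 9 uM final; 60 min, 37 °C. Compound preincubation 10 min, ambient temperature.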
MBNL1-CUG inh: inhibitors of human MBNL1 binding to CUG repeat RNA | hit rate 0.036% among 280,000 | TR-FRET MBNL1-His/biotin-(CUG)12 binding, 665/545 ratio | Potency, µM (highest dose often 57.5 µM), for the others: at the highest dose activity change, negative = inhibition, actives largely listed as inhibitors | Q9NR56; active means well fitted inhibition curve with a large enough effect in the signal ratio, with a control signal flat, not every such curve was filed as active; inconclusive means small, poorly fitted or top-dose-only effect, or effect the other way, or a change in a side signal; inactive means no such curve, though single readings can be large or run the other way; the % refers to the signal ratio; further: potency means the concentration at half of the fitted maximal effect; on the % scale 0 is the no-effect control and ±100 the full control effect
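MBNL1-His + Biotin-(CUG)12, cpd titration 92 nM–58 uM; Tb anti-His Ab 0.055 ng/ul, SA-XL665 5 nM (final); 60 min RT; ratiometric 665/545 nm, Ex 340 nm; normalized to buffer and full-complex controls.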
TSHR antagonist: antagonists of human thyroid stimulating hormone receptor; P16473; TSHR-expressing cells, TSH-stimulated cAMP HTRF, 2 h; active compounds read low; activity change, negative = inhibition, % at 11.5 µM; hit rate 0.2% among 330,000;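 active means activity change below a set negative limit, meaning inhibition stronger than a set level, cut at about -70% in these data; inconclusive means activity change between two set negative limits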; further: on the % scale 0 is the no-effect control and ±100 the full control effect
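Cell-based HTRF cAMP assay; TSHR cells + compound, TSH EC80 (4nM final), 2 h, 37 deg C. Lysis with anti-cAMP cryptate and cAMP-d2, 30 min RT, read 665/620 nm.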
Mito fusion yeast: blocks mitochondrial division or promotes mitochondrial fusion. Potency, µM (top dose mostly 46.1 µM), without a hit: top-dose growth rescue (activation), hits mostly activators. S. cerevisiae fusion-defective mutant growth rescue, CellTiterGlo 48 h. hit rate 0.23% among 320,000;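 further: potency means the concentration at half of the fitted maximal effect; % of control where 0% means no effect; nearly all actives have a fitted effect of over 45% in size; temperature-sensitive fusion mutants such as fzo1-1 at 37 °C on non-fermentable ethanol glycerol medium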
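Yeast fusion mutant, YPEG (non-fermentable carbon), compound, 48 h at 37C non-permissive; CellTiterGlo added, 10 min RT, luminescence read. Rescued growth = division inhibition.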
Menin-MLL TR inh: displaces Texas Red mutant MLL peptide from human menin | O00255 | Menin + Texas Red MLL mutant peptide, fluorescence polarization | Potency, µM (top dose mostly 61.6 µM), inactives show at the highest dose FP activity change, negative = inhibition, actives largely listed as inhibitors | hit rate 0.23% among 270,000; active means well fitted inhibition curve with a large enough effect in the polarisation, with a control signal flat, not every such curve was filed as active; inconclusive means small, poorly fitted or top-dose-only effect, or effect the other way, or a change in a side signal; inactive means no such curve, though single readings can be large or run the other way; the % refers to the polarisation; further: potency means the concentration at half of the fitted maximal effect; % of control where 0% means no effect; many of its hits are not listed in these tables
PTAP TSG101 blk: blocks PTAP/TSG101 interaction to inhibit HIV-1 budding | Fluorescence polarization, FITC-PTAP peptide / Tsg101 binding | Potency, µM (doses to about 115 µM), for inactives: at the highest dose activity change, negative = inhibition, most hits filed as inhibitors | 340,000 tested, under 10 active | Q99816; active means well fitted inhibition curve with a large enough effect in the main read-out, with a control signal flat, not every such curve was filed as active; inconclusive means small, poorly fitted or top-dose-only effect, or effect the other way, or a change in a side signal; inactive means no such curve, though single readings can be large or run the other way; further: potency means the concentration at half of the fitted maximal effect; % of control where 0% means no effect
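Compounds were pin-transferred onto Tsg101 binding domain (10 uM final) in HEPES pH 7.5 buffer, then FITC-PTAP peptide was added at 50 nM final. After 20 min at RT, polarization reported peptide displacement across a qHTS concentration series.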
CXXC DNA block: inhibitors of human MLL CXXC domain-DNA interaction | MLL-CXXC / FITC-HOXA9 DNA fluorescence polarization | Potency, µM (top dose mostly 115 µM), for inactives: top-dose activity change, negative = inhibition, hits mostly inhibitors | hit rate 0.037% among 290,000 | AID 2662; active means well fitted inhibition curve with a large enough effect in the polarisation, with a control signal flat, not every such curve was filed as active; inconclusive means small, poorly fitted or top-dose-only effect, or effect the other way, or a change in a side signal; inactive means no such curve, though single readings can be large or run the other way; the % refers to the polarisation; further: potency means the concentration at half of the fitted maximal effect
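Steps: dispense CXXC domain solution (7 uM) → pin compounds or unlabeled HOX-A9 DNA control → 5 min ambient → add FLSN-HOX-A9 solution (50 nM) → spin → 30 min ambient → fluorescence polarization. Tris pH 7.5/NaCl/DTT/BSA buffer.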
A-T KAP1 phos: potential ataxia-telangiectasia treatments restoring KAP-1 phosphorylation. […] A-T fibroblasts, KAP-1 phosphorylation AlphaLISA; neocarzinostatin DNA damage 30 min before lysis. Potency, µM (doses to about 57.5 µM), inactives show top-dose activation, most hits filed as activators. hit rate 0.19% among 320,000; further: potency means the concentration at half of the fitted maximal effect; % of control where 0% means no effect; nearly all actives have a fitted effect of over 45% in size
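hTERT-immortalized A-T patient fibroblasts ([…]), 500 cells/well in OPTI-MEM, 1% FBS, got compounds for 60 min, then NCS for 30 min at 37C. Lysates were then assayed for phospho-KAP-1 by AlphaLISA (anti-pKAP1 donor, anti-KAP1 acceptor beads), 6 hr at 25C.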
a7 integrin act: activators of alpha7 integrin expression for muscular dystrophy. alpha7betagal myoblasts, beta-gal FDG fluorescence, 48 h. Potency, µM (doses to about 38.3 µM), inactives show at the top dose activation, most hits filed as activators. hit rate 0.064% among 350,000;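 further: potency means the concentration at half of the fitted maximal effect; 100% = response of the positive control SU9516; nearly all actives have a fitted effect of over 60% in size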
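Alpha7betagal+/- myoblasts (passage 13) were plated 16-24 hr, then exposed to compounds (1:260 dilution of DMSO stock) for 48 hours at 37C. After MPER lysis, β-galactosidase reporter activity was read as FDG fluorescence (ex 480/em 540) after 30 minutes.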
TCR act: activators of T cell receptors | primary human leukocytes, anti-CD3, IL-2 HTRF, 48 h | Potency, µM (titrated, usually from 9.22 µM), for the others: at the top dose activation of IL-2 secretion, actives largely listed as activators | 330,000 tested, under 10 active; further: % of control where 0% means no effect
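HTRF read-out of IL-2 secretion: europium cryptate donor excited at 320nm, d2 acceptor emission at 665nm. Cells were primary human leukocytes incubated 48 hr with compounds and a-CD3 beads, supplying TCR signal only.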
* = called active by the depositor; ? = inconclusive; . = no result given; & = joins results of further samples; [ ] = dose if it differs, or a comment. Unless noted, the call rests on the fitted dose curve; in most records, active means well fitted curve in the direction sought with a large enough effect; inconclusive means small, poorly fitted or top-dose-only effect, or another doubt; inactive means no such curve, though single readings can be large; an effect the other way counts as inactive or inconclusive. These rows are one share of the data, so the mix of outcomes need not match the whole.

SMILES	ASM inhibitor	MBNL1-CUG inh	TSHR antagonist	Mito fusion yeast	Menin-MLL TR inh	PTAP TSG101 blk	CXXC DNA block	A-T KAP1 phos	a7 integrin act	TCR act
CCOCCCn1c(=S)[nH]c2cc(C(=O)N3CCC(C(N)=O)(N4CCCCC4)CC3)ccc2c1=O	7%	2%	-6	4%	-3%	0%	2%	2%	?	-7%
Cc1ccc(N2CCN(C(=O)c3cn(CC4CCCCC4)nn3)C(C)C2)cc1 (stereo not drawn)	-6%	.	.	.	.	2%	.	.	-43%	-5%
CC(C)C[C@H]1CN([C@@H](Cc2ccc(O)cc2)CN2CCC[C@@H]2CN2C(=O)C(=O)NC[C@@H]2Cc2ccccc2)C(=O)C(=O)N1CC1CCCCCC1	-9%	.	.	.	.	-13%	.	.	21%	-1%
O=C1NC2(CCCCC2)C(=O)N1c1cccc(Cl)c1	4%	-9%	3	6%	-10%	3%	-6%	0%	-24%	4%
CC1(C)Cc2ccccc2-c2nnc(SCC(=O)N3CCN(c4ccccc4)CC3)n21	3%	1%	-24	10%	1%	-5%	8%	-3%	-4%[7.66 µM]	-9%
O=C(c1cn(-c2ccccc2)nc1-c1ccccc1)n1nnc2ccccc21	6%	5%	-7	-1%	1%	-3%	14%	-2%	?	-6%
Cc1noc(C)c1S(=O)(=O)N(C)C[C@H]1Oc2ccc(NS(=O)(=O)c3ccc(F)cc3)cc2C(=O)N([C@H](C)CO)C[C@@H]1C	4%	.	0	.	.	-3%	.	-1%	-21%	0%
Cc1ccccc1S(=O)(=O)Nc1ncnc2sccc12	2%	.	63	11%	.	0%	.	7%	17%	1%
CCCC(=O)c1c[nH]c(C(=O)NCCc2ccccn2)c1	2%	-4%	16	-1%	-4%	-4%	-5%	-3%	-3%	-1%
CCn1nc(C)c(/C=N/NC(=O)Cn2nccc2C)c1C	0%	-10%	21	-2%	3%	-1%	11%	-2%	18%	9%[46.1 µM]
COc1ccc(OCC(=O)NC(=S)N2CCCc3ccccc32)cc1	7%	12%	-4	2%	.	-1%	7%	1%	-44%[inhibitor]	4%
Cc1cccc(NC(=O)Cn2cccc2)c1	0%	-11%	-1	-5%	.	.	3%	2%	18%	.
CCOc1ccc(S(=O)(=O)N2CCN(c3ccccc3OC)CC2)c2cccnc12	-7%	-1%	0	3%	-6%	-4%	-12%	8%	-40%	4%
CC(=O)Nc1ccc(NS(=O)(=O)c2ccc3[nH]c(=O)[nH]c3c2)cc1	1%	-8%	3	-1%	-3%	-5%	-4%	4%	?	1%
O=C(NNC(=O)C1CCCN(S(=O)(=O)c2ccc3ccccc3c2)C1)C1CC1 (stereo not drawn)	0%	-8%	-2	3%	0%	-6%	-2%	3%[11.5 µM]	8%	1%
O=C(c1[nH]ncc1-c1ccccc1)C1CO1 (stereo not drawn)	2%	.	46	-10%	.	-2%	-4%	4%	-47%[inhibitor]	2%
CC(C)(C)OC(=O)C[C@H]1C/C=C\C[C@H](CC(=O)N[C@@H](CO)Cc2ccccc2)C(=O)N[C@H](C(C)(C)C)COC1=O	3%	.	2	.	.	-3%	.	-2%	-23%	-7%
CCOC(=O)c1ccc(NC(=O)c2cc(OC)c(OC)c(OC)c2Br)cc1	-7%	.	5	-3%	12%	-5%	6%	3%	-7%	2%[46.1 µM]
CC1CC(C)(C)NC(=S)O1 (stereo not drawn)	-1%&0%	-10%&-2%	-4&-7	-12%&-7%	8%&-5%	-1%&-1%	4%&4%	0%&2%	19%&7%	-2%&-3%
COc1cc(OC)cc(C(=O)OCC(=O)N2CCCC2)c1	1%	-10%	-3	5%	-2%	-1%	6%	-5%	4%	8%
CC(C)CNS(=O)(=O)c1ccc(CCC(=O)N2CCC(C(N)=O)CC2)cc1	0%	-7%	-8	1%	-1%	-6%	-2%	2%	32%	4%
CCCCN(C)C(=O)C1CCCN(S(=O)(=O)c2ccc3c(c2)oc(=O)n3C)C1 (stereo not drawn)	10%	1%	1	7%	-18%	0%	.	1%	-8%	-9%
C=CCNC(=O)c1ccncc1	16%	4%	9	-4%	2%	-3%	-7%	10%	5%	-32%
Cc1ccc(S(=O)(=O)c2c(C)nn(-c3ccccc3)c2OC(=O)c2ccco2)cc1	3%	.	1	3%	-5%	-4%	30%	2%	3%	-5%[46.1 µM]
O=C(c1c(F)c(F)c(F)c(F)c1F)N1CCN(Cc2ccc3c(c2)OCO3)CC1	-2%	.	.	.	.	0%	.	.	0%	-12%
SMILES	ASM inhibitor	MBNL1-CUG inh	TSHR antagonist	Mito fusion yeast	Menin-MLL TR inh	PTAP TSG101 blk	CXXC DNA block	A-T KAP1 phos	a7 integrin act	TCR act
CCOc1ccc(C(=O)NC(=S)Nc2ccc(NC(=O)c3ccco3)c(C)c2)cc1[N+](=O)[O-]	-1%	8%	-14	0%	4%	-9%	-1%	5%	?	-3%[46.1 µM]
CC(c1ccccc1)N1C(=O)c2ccc(C(=O)Nc3ccc(Br)cc3C(=O)O)cc2C1=O (stereo not drawn)	11%	1%	12	-3%	.	1%	20%	3%	-16%	7%
O=C(/C=C/c1ccco1)Nc1ccccc1N1CCCC1	2%	3%	4	-6%	?	0%	3%	4%	4%	5%
Cc1cc(OCC(=O)Nc2ccc(S(=O)(=O)N3CCN(C)CC3)cc2)cc(C)c1Cl	-10%	-11%	5	-20%	21%	-6%	16%	-9%	-21%	9%
O=C(COc1ccc(Br)cc1Br)NC(=O)NC1CCCC1	0%	1%	-8	-5%	-1%	0%	0%	-8%	-48%[inhibitor]	-2%
CCn1c(SCc2c(Cl)cccc2Cl)nnc1-c1nn(-c2ccccc2)ccc1=O	2%	-8%	-1	-5%	.	-4%	2%	-1%	-9%	-3%
O=C(c1ccc([N+](=O)[O-])cc1)N(Cc1ccc(Cl)cc1)N1C(=O)CCCC1=O	6%	18%	-8	0%	13%	0%	-8%	.	5%	5%
N#Cc1ccc(-c2cn(-c3ccccc3)c3[n+]2CCCS3)cc1	-3%	-2%	4	1%	-14%	-6%	8%	-4%	?	-2%
FC(F)(F)c1cccc(OCCOCCn2cncn2)c1	4%	4%	4	-7%	17%	-11%	12%	4%	-11%	1%
O=C(CSc1nnc(-c2ccco2)n1-c1ccccc1)Nc1c(Cl)cc(Cl)cc1C(=O)O	4%	.	-5	.	.	-2%	.	?	-14%	1%
O=C(c1ccc(F)cc1)N1CCN(C(=O)c2ccc([N+](=O)[O-])cc2)CC1	0%	?	-10	1%	14%	0%	0%	12%	13%	-6%
Cc1ccccc1CNC(=O)C1CCN(c2nnc(N3CCCC3=O)s2)CC1	-1%	-9%	-5	-1%	0%	0%	.	-3%	6%	6%
O=c1[nH]c(-c2ccccn2)nc2sc(-c3ccccc3)cc12	.	?	-14	7%	26%	-3%	-2%	26%	-63%[inhibitor]	-18%
CCOC(=O)c1[nH]c(C)c(C(=O)Nc2ccc(C)c(C)c2)c1C	-1%	2%	-12	-1%	-13%[11.7 µM]	1%	12%	6%	-12%	3%
Cn1ncc2c(N3CCN(c4ccc(Cl)c(Cl)c4)CC3)ncnc21	-5%	0%	13	-3%	20%	-1%	-4%	10%	-20%	-5%
Cc1c(Cl)cccc1NC(=O)Nc1ccc(C(N)=O)cc1	-1%	-7%	-3	-6%	-2%	3%	-1%	0%	1%	3%
CCC(=O)c1cc(Br)ccc1OCC(=O)N1CCN(S(=O)(=O)c2ccccc2)CC1	-1%	.	.	.	.	-6%	.	.	13%	0%
CC(=O)c1ccc(N2CCN(CC(=O)Nc3ccc4c(c3)OCCO4)CC2)cc1	-2%	-1%	16	2%	.	1%	42%	6%	8%	0%
COc1ccccc1CCN=C(N)NS(=O)(=O)c1ccccc1	4%	6%	-1	5%	1%	-2%	6%	-1%	26%	11%
Cc1cccnc1NC(=S)NC(=O)/C=C/c1ccco1	9%	14%	4	0%	6%	0%	8%	-2%	-30%	2%
CC(=O)Nc1ccc(/C=N/NC(=O)c2cc(-c3ccco3)nc3ccccc23)cc1	29%	.	-6	3%	.	-5%	1%	-1%	13%	-5%
CCOc1cccc(C(=O)NCc2ccccc2)c1	1%	-4%	-3	-1%	8%	0%	7%	3%	11%	-5%
CCOC(=O)C1CCCN(c2c(Nc3cc(C)cc(C)c3)c(=O)c2=O)C1 (stereo not drawn)	1%	23%	-8	-3%	6%	-2%	1%	-1%	0%	-3%
CC(C)n1nnnc1SCC(=O)Nc1cccc(F)c1	1%	-5%	7	3%	-15%	0%	4%	-4%	3%	-6%
COc1ccccc1CC(=O)NC1CC1	4%	-2%	5	0%	-7%	-1%	-11%	-1%	14%	.
CCOc1ccc(NC(=O)CN(C)C(=O)c2cc3c(s2)CCCCC3)cc1OCC	-1%	.	13	-3%	.	-4%	.	-13%	-13%	1%
